# Screening results as filed in PubChem BioAssay.
# ATG4B inh: ATG4B protease inhibitors, primary screen, biochemical, fluorescence, uHTS; ATG4B cleavage of LC3-PLA2, NBD-HPC fluorescence, 1 h; inhibition, % at 8.33 µM; AID 504462, 2011; Cysteine protease ATG4B (Homo sapiens), Q9Y4P1; actives 0.51% (n = 340,000); in the data active means inhibition above about 40%
# Target sequence (Q9Y4P1 whole entry, looked up): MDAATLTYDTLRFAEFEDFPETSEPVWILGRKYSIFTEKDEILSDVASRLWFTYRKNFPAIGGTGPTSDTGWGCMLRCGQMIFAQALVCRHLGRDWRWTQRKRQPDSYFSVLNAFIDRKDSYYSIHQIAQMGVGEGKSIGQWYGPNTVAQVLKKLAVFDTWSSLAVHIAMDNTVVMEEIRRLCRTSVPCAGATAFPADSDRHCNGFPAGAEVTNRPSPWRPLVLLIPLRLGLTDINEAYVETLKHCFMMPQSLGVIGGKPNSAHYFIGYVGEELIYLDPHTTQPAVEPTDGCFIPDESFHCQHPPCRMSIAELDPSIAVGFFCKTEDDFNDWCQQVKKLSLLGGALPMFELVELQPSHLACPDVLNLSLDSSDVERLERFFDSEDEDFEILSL
# Apaf1 inhib: inhibitors of human Apaf-1 apoptosome, primary screen, biochemical, DEVD-Rh110 fluorescence, uHTS. Apoptotic protease-activating factor 1 (Homo sapiens), O14727. reconstituted apoptosome caspase-3 activity. inhibition, % at 20 µM. actives 0.71% (n = 330,000). AID 489030, 2010; active means inhibition of at least 40% at 20 µM;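 further: plate controls were DMSO wells for no effect and DEVD-CHO caspase inhibitor wells for full effect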
#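 System: Apoptosome proteins | Medium: Hepes pH 7.5 with detergent and BSA | Also added: Cytochrome c trigger plus (Z-DEVD)2-Rh110 caspase-3 substrate | Incubation: 30 min compound preincubation, 50 min activation, room temperature | Detection: Rhodamine 110 fluorescence at Ex 480/Em 540 nm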
# mIAP act: activators of mouse IAP, primary screen, biochemical, luminescence, uHTS; intestinal alkaline phosphatase [Mus musculus]; muIAP, CDP-Star luminescence, 30 min; stronger effect = higher value; 1 = vehicle-only enzyme signal, 0 = enzyme-free wells; actives 0.24% (n = 330,000); activation factor at 10 µM;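 active means activation factor of at least 2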; further: the source names both 10 and 20 µM as test concentration; values of inactives mirror those of a sister screen read the other way
#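 System: mouse IAP enzyme. Reagent: CDP-Star chemiluminescent phosphatase substrate. Benchmarks: DMSO wells, no-enzyme wells. Times: 30 min enzyme-substrate-compound incubation at room temperature. Detection: luminescence from enzymatic CDP-Star hydrolysis. Doses: test compounds delivered from DMSO solution.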
# hIAP inh: human IAP inhibitors, primary screen, biochemical, luminescence, uHTS; actives 0.12% (n = 330,000); AID 2544, 2010; Intestinal-type alkaline phosphatase (Homo sapiens), P09923; inhibition, % at 10 µM; purified IAP, CDP-Star luminescence, 30 min;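 active means inhibition reaching a set limit with compound at 10 µM in the primary screen, cut at about 35% in these data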;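 further: plate controls were DMSO wells with enzyme for no effect and no-enzyme buffer wells for full effect; values of inactives mirror those of a sister screen read the other way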
# Target sequence (P09923 whole entry, looked up): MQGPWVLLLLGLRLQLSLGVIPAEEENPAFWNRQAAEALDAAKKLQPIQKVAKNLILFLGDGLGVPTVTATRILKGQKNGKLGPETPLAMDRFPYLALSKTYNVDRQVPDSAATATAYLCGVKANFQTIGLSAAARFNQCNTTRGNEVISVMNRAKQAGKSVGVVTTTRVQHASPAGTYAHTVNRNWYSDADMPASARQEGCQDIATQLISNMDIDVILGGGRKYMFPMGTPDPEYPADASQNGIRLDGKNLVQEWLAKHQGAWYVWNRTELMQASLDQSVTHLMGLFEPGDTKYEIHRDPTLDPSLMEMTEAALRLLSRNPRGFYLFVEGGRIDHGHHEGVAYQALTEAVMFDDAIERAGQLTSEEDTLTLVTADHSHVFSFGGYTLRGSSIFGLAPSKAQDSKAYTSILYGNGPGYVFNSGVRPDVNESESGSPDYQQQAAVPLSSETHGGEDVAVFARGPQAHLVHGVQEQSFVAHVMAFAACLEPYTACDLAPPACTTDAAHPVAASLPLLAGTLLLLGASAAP
# NLRP3 yeast inh: NALP3 inflammasome inhibitors in reconstituted yeast, primary screen, luminescence, uHTS; Yeast reconstituted NLRP3/ASC/caspase-1, beta-gal luminescence, 24 h; inhibition, % at 10 µM; actives 0.39% (n = 330,000);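 active means inhibition of 50% or more; inactive means inhibition below 50%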;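 further: plate controls were induced DMSO wells for no effect and uninduced yeast grown without galactose for full effect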
# TIM10 inh: growth inhibitors of isogenic TIM10 control yeast, primary screen, counter-screen for tim10-1 yeast inhibitor project, luminescence, uHTS; S. cerevisiae TIM10 strain growth, BacTiter-Glo luminescence, 24 h; inhibition, % at 10 µM; actives 1.4% (n = 330,000);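 active means inhibition of 40% or more at the single tested concentration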;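 further: wild-type TIM10 isogenic control strain grown at permissive 25 °C; 0% = DMSO yeast wells and 100% = minimal medium wells without yeast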
# tim10-1 inh: growth inhibitors of tim10-1 mutant yeast, primary screen, luminescence, uHTS; S. cerevisiae tim10-1 ts strain growth, BacTiter-Glo, 24 h; inhibition, % at 20 µM; actives 2.2% (n = 330,000);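 active means inhibition of at least 40%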;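 further: mutant grown at 25 °C; 0% = DMSO wells with yeast and 100% = wells holding no yeast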
# mIAP block: inhibitors of mouse IAP, primary screen, biochemical, luminescence, uHTS | intestinal alkaline phosphatase [Mus musculus] | purified mouse IAP, CDP-Star luminescence, 30 min | inhibition, % at 10 µM | actives 0.2% (n = 330,000) | AID 2806, 2010;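 active means inhibition of at least 40% at 10 µM in the primary screen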;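 further: plate controls were DMSO with enzyme for no effect and no enzyme wells for full effect; values of inactives mirror those of a sister screen read the other way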
# hIAP act: human IAP activators, primary screen, biochemical, luminescence, uHTS | Intestinal-type alkaline phosphatase (Homo sapiens), P09923 | purified human IAP, CDP-Star luminescence, 30 min; stronger effect = higher value; 1 = vehicle-only enzyme, 0 = enzyme-free background | activation factor at 10 µM | actives 0.16% (n = 330,000);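 active means activation factor of the enzyme at least 2-fold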; further: the source names both 10 and 20 µM as test concentration; values of inactives mirror those of a sister screen read the other way
# Active calls of the source: *; · = not tested or not shown.
entry	molecule	ATG4B inh	Apaf1 inhib	mIAP act	hIAP inh	NLRP3 yeast inh	TIM10 inh	tim10-1 inh	mIAP block	hIAP act
1	CN(c1ccc(C(=O)N/N=C/c2cccc([N+](=O)[O-])c2)cc1)S(=O)(=O)c1ccccc1	4	12	1.1	5	13	5	10	-8	0.95
2	O=C1N[C@H](Cc2ccccc2)COC(=O)[C@H](Cc2ccc(F)cc2)C/C=C\C[C@@H]1CC(=O)N(CCO)Cc1ccccc1	-11	27	1.1	-7	18	0	6	-8	1.1
3	COc1ccc(OCC(=O)NNC(=O)C(=O)Nc2ccccc2)cc1	9	0	0.83	-52	14	-9	-26	17	1.5
4	CC(C)[C@H](NC(=O)c1ccc([N+](=O)[O-])cc1Cl)C(=O)N1CCN(C/C=C/c2ccccc2)CC1	-10	8	0.94	6	21	5	9	6	0.94
5	COP(=O)(OC)c1nc(-c2cccc3ccccc23)oc1NCCc1ccccc1	6	24	1.2	-12	12	11	6	-20	1.1
6	COc1ccc(OCC(=O)Nc2ccc(S(=O)(=O)N3CCCC3)cc2)cc1	2	2	1	10	13	37	26	-2	0.9
7	CCOc1ccc(-c2csc(/C(C#N)=C\c3ccc(O)c([N+](=O)[O-])c3)n2)cc1	9	15	0.84	22	24	20	30	16	0.78
8	O=C(O)c1ccc(-n2ccnc2)c([N+](=O)[O-])c1	1	9	1	-2	13	-17	10	0	1
9	O=C(NNC(=O)c1ccccc1O)c1ccc(Cl)cc1	10	0	0.77	-73	10	-1	-11	24	1.7
10	Cc1noc(C)c1COc1ccc(C(=O)Nc2ncccc2O)cc1	0	-2	0.92	-13	9	0	6	8	1.1
11	CCc1ccc(-c2nc(NC(=S)NC(=O)c3cccs3)sc2C)cc1	-2	1	0.77	-11	1	5	11	23	1.1
12	O=C(COC(=O)c1cc(Br)c(Br)s1)NCCC1=CCCCC1	2	-18	0.98	4	13	-10	-3	2	0.96
13	CCc1cccc2c(-c3csc(=NC)n3C)c[nH]c12	1	35	0.97	9	4	10	10	3	0.91
14	Cn1c(CSc2ncccn2)nnc1SCC(=O)N1CCCc2ccccc21	-7	-1	1	11	-4	13	3	-3	0.89
15	C/C(Cl)=C/Cc1c(C)[nH]c2ccc(C)cc2c1=O	-8	8	1.1	-10	-3	1	11	-11	1.1
16	CC(=O)C1=C(O)CC(c2ccccc2)CC1=NCCc1ccccc1 (centres undefined)	3	13	1.1	-15	14	-20	-25	-15	1.1
17	CCCC(=O)Nc1ccc(N2CCN(C(=O)c3cc4ccccc4o3)CC2)cc1	-2	11	0.96	7	0	-5	10	4	0.93
18	CC1(C)CC(NC(=O)c2cccc(Cl)c2)CC(C)(C)N1	-8	-18	0.9	9	22	-4	-3	10	0.91
19	CN1C(=O)N(CC(=O)N2CCN(c3ncccn3)CC2)C(=O)C12CCCCC2	-1	-2	1	8	17	3	17	-1	0.92
20	O=C(NCCCN1CCCC1=O)c1csc2ccccc12	3	-18	0.94	5	-6	9	3	6	0.95
21	COC(=O)c1ccc(NC(=O)CN(C)Cc2cccc(F)c2)cc1	2	7	0.95	-4	15	3	19	5	1
22	CCn1c(COc2ccccc2C)nnc1SCC(=O)NCc1ccccc1	8	-9	0.98	13	-7	1	24	2	0.87
23	Cc1ccc(NC(=S)Nc2ccc(F)cc2)cc1	-3	-14	1	-1	11	2	-2	-3	1
24	CN(CCOc1ccc(Cl)cc1)Cc1cccc(S(=O)(=O)N(C)C)c1	-3	9	0.92	10	-19	11	10	8	0.9
25	Cn1c2c(c(=O)n(C)c1=O)C(c1ccc(Br)cc1)C(C#N)=C(N)N2 (centres undefined)	1	3	0.91	-7	19	6	18	9	1.1
26	CC(C)c1cccc(C(C)C)c1NC(=O)c1ccc(OCC(=O)NCc2ccccc2)cc1	·	0	1.7	-24	-13	8	5	-75	1.2
27	COc1ccc(CCNC(=O)COC(=O)c2cc(OC)c(OC)cc2OC)cc1	-3	-1	0.98	-13	1	11	3	2	1.1
28	Cc1ccc(S(=O)(=O)CCc2nnc(N)s2)cc1	-4	-3	0.97	-9	-10	0	4	3	1.1
29	COc1cc2[nH]c(=O)n(CCCC(=O)NCCc3ccccc3)c(=O)c2cc1OC	-3	2	0.95	-26	15	10	4	4	1.3
30	O=C(O)CS(=O)(=O)c1ccc(Oc2ccc(S(=O)(=O)CC(=O)O)cc2)cc1	-9	0	1.2	-3	26	9	-7	-19	1
31	CCN(CC)S(=O)(=O)c1ccc(N2CCCC2)c(C(=O)OCC(=O)Nc2cc(C)on2)c1	-9	7	1	-3	-13	-13	-5	-5	1
32	C/C(=N\OC(=O)c1c(-c2ccccc2Cl)noc1C)c1nccs1	-3	3	0.89	6	-1	-12	28	11	0.94
33	COC(=O)c1onc(-c2c(Cl)cccc2Cl)c1C(=O)OC	3	-9	1	-6	13	9	13	-1	1.1
34	CC(=O)Oc1ccc2c(=O)c(-c3nc4ccccc4s3)coc2c1	11	3	1	8	18	86*	69*	-5	0.92
35	CC(=O)Nc1ccc(S(=O)(=O)NC2(C(F)(F)F)NC(=O)N(Cc3ccccc3)C2=O)cc1 (centres undefined)	-1	0	0.96	0	15	5	-17	4	1
36	COc1ccc(CNC(=O)CN(CC2CCCO2)C(=O)CNS(=O)(=O)c2ccccc2)cc1 (centres undefined)	-11	2	0.95	-7	8	10	16	5	1.1
37	CCOC(=O)c1cnc(-n2nc(C)cc2C)nc1Nc1ccc(OC)cc1	-6	13	0.97	-11	15	20	13	3	1.1
38	CCc1ccc2oc(=O)cc(CN3CCCCC3)c2c1	1	-6	1	-6	0	14	20	0	1.1
39	COc1ccc(C2N(C(=O)c3ccccc3)CCN2C(=O)c2ccc(C)cc2)cc1 (centres undefined)	-2	11	1.1	-8	4	1	-3	-9	1.1
40	Cc1cccc(-n2ncc3c(=O)[nH]c(SCC(=O)N4CC(=O)Nc5ccccc54)nc32)c1	2	2	1.1	1	9	-3	-2	-6	0.99
41	COc1cc(NC(=O)CCS(=O)(=O)c2ccc3nc(C)sc3c2)cc(OC)c1OC	3	1	0.96	-4	13	10	-9	4	1
42	CC1CCCC(C)N1C(=O)CSc1nnc(NC(=O)c2cccs2)s1 (centres undefined)	-5	0	0.97	21	15	38	33	2	0.79
43	Cc1ccc(CC(=O)NCc2cccnc2)cc1	·	2	1.1	13	8	3	3	-9	0.87
44	COc1cc(C(=O)Oc2c(CN3CCOCC3)cc(Cl)c3cccnc23)cc(OC)c1OC	-5	5	0.99	-20	36	16	29	1	1.2
45	CCOC(=O)c1cnc2c(-c3ccccc3)c(C)nn2c1N	2	8	0.96	-13	17	-17	12	4	1.1
46	CCCCCC(=O)Nc1nnc(CCc2ccccc2)s1	2	13	0.98	7	29	9	18	2	0.93
47	CCc1ccc(N(CC(=O)NCc2ccc(F)cc2)C(=O)c2csnn2)cc1	-3	18	1	-6	7	-7	-11	-1	1.1
48	COc1ccc(C2=NC(C(F)(F)F)(C(F)(F)F)c3c(n(C)c(=O)n(C)c3=O)N2)cc1	-6	-2	0.98	20	28	-7	2	2	0.8
49	CCOCCCNC(=O)/C(C#N)=C/c1ccc([N+](=O)[O-])o1	-6	3	0.97	-10	-1	68*	84*	3	1.1
50	CC(OC(=O)c1c(F)cccc1F)C(=O)NCCC1=CCCCC1 (centres undefined)	7	-1	0.94	1	6	2	13	6	0.99
51	Cc1ccc(Oc2nc3c(c(=O)n(C)c(=O)n3C)n2C)cc1C	6	3	1	-7	18	-3	8	-2	1.1
52	CC#CC(=O)N1CCCC(Cc2cccc(OC)c2)(C(=O)OCC)C1 (centres undefined)	-1	5	1.1	-13	16	-4	25	-7	1.1
53	CCNC(=O)/C(C#N)=C/c1c(N2CCN(C)CC2)nc2c(C)cccn2c1=O	-6	-1	0.96	-2	-1	7	-11	4	1
54	CCOc1ccc(-c2nnc(SCC(=O)N3CCNC3=O)o2)cc1	-11	4	1	-14	9	-1	12	-4	1.1
55	COc1cccc(CNC(=O)Cc2ccc(Br)cc2)c1	3	7	1.2	1	22	-1	19	-16	0.99
56	O=c1c2cc(F)ccc2sn1-c1ccc(F)cc1	-3	5	0.97	3	19	47*	20	3	0.97

# Continuation.
entry	molecule	ATG4B inh	Apaf1 inhib	mIAP act	hIAP inh	NLRP3 yeast inh	TIM10 inh	tim10-1 inh	mIAP block	hIAP act
57	CS(=O)(=O)n1nc(C(=O)N2CCOCC2)nc1N	11	4	1.1	-24	0	9	11	-10	1.2
58	O=C(COc1ccccc1-c1ccccc1)N/N=C/c1ccccn1	-9	11	0.88	-3	14	6	30	12	1
59	Cc1ccccc1NS(=O)(=O)c1cc2c3c(c1)C(C)C(=O)N3CCC2 (centres undefined)	-2	4	1	-17	4	4	-1	0	1.2
60	CC(SCc1ccccc1)C(=O)N/N=C/c1cccs1 (centres undefined)	-1	-3	0.97	2	23	14	0	3	0.98
61	O=C(NCC(c1ccco1)N1CCc2ccccc2C1)c1cccc([N+](=O)[O-])c1 (centres undefined)	1	7	0.89	4	14	29	27	11	0.96
62	CC(/C=C1\SC(=O)N(CC(=O)Nc2cccc(O)c2)C1=O)=C\c1ccccc1	3	17	0.88	16	9	27	18	12	0.84
63	O=C(Nc1cccc(C(=O)O)c1)/C(=C\C=C\c1ccccc1)NC(=O)c1ccccc1	0	-5	1	-4	9	8	5	-2	1
64	Cc1nc2ccccn2c1C(=O)/C=C/c1ccc(F)cc1	-8	10	1	13	41	40*	49*	-4	0.87
65	C=CC(=C)CC(NC)c1ccccc1 (centres undefined)	16	-48	0.97	17	-2	1	6	3	0.83
66	CC(=O)c1cccc(NC(=O)Nc2ccc3c(c2)N(C)C(=O)CS3)c1	-6	18	1.4	-14	3	0	-2	-39	1.1
67	CC(C)c1ccc(-c2nn[nH]n2)cc1	2	6	0.96	8	-7	-4	4	4	0.92
68	C=C(C)CSc1nc2ncc(Cl)cc2[nH]1	-1	3	1	0	16	-2	19	0	1
69	Cc1ccccc1CCN(CC(=O)NC1CCCCC1)C(=O)c1csnn1	21	-6	1	-4	9	4	4	-1	1
70	Cc1cccc(C)c1NC(=O)C(C)Sc1nnc(C)n1CC1CCCO1 (centres undefined)	-5	-1	0.9	1	7	6	-2	10	0.99
71	O=C(COC(=O)c1cc([N+](=O)[O-])ccc1NCc1ccccc1Cl)NCC(F)(F)F	3	-7	0.96	-14	27	7	17	4	1.1
72	CCOC(=O)c1ccc(NC(=O)N2CCN(S(C)(=O)=O)CC2)cc1	6	-7	1	-9	-22	-6	5	-2	1.1
73	O=C(O)c1nn(-c2ccccc2C(F)(F)F)cc1O	-3	-20	0.96	3	12	-24	0	4	0.97
